NCI-60 one-dose screen, 48 h, at 10 µM unless noted. Numbers give growth in % (100 = growth as untreated, 0 = no growth, -100 = all killed).
HL-60(TB) = HL-60(TB) leukemia cells; hit rate 9% among 78,000; AID 1794776; active = growth percent below 10
* hit, by the source's call; & = joins results of further samples. Only part of the results is shown, so the mix of outcomes need not match the whole.

The first 4 compounds as a preview:
SMILES	HL-60(TB)
Clc1ccc(-c2noc(/C=C\c3ccccc3)n2)cc1	94
O=C(Nc1cccc(Cl)c1)Oc1c(Cl)c(Cl)c(Cl)c(Cl)c1Cl	101
O=C(Nc1ncc(Cc2cccc(C(F)(F)F)c2)s1)C1COc2ccccc2O1 (configuration not stated)	98
O=C(/C=C/c1cccc(O)c1)c1cccc(-n2cc(-c3ccc4ccccc4c3)[nH]c2=O)c1	-22*

Main list, from the start:
SMILES	HL-60(TB)
Clc1ccc(-c2noc(/C=C\c3ccccc3)n2)cc1	94
O=C(Nc1cccc(Cl)c1)Oc1c(Cl)c(Cl)c(Cl)c(Cl)c1Cl	101
O=C(Nc1ncc(Cc2cccc(C(F)(F)F)c2)s1)C1COc2ccccc2O1 (configuration not stated)	98
O=C(/C=C/c1cccc(O)c1)c1cccc(-n2cc(-c3ccc4ccccc4c3)[nH]c2=O)c1	-22*
O=c1c2cc(F)ccc2sc2c(Nc3ccncc3)nc3ccccc3c12	6.3*
O=c1c(-c2nc(-c3ccccc3)c(-c3ccccc3)[nH]2)coc2ccc(F)cc12	54
CC(C)(C#N)N1CCN(c2ccc(Cl)cc2)CC1	105
O=C(c1ccccc1)C(O)(CN1CCCCC1)c1ccccc1 (configuration not stated)	96
CC(C)[C@H]1c2[nH]c3ccccc3c2C[C@H]2C(=O)N(CCCCCCC(=O)NO)CC(=O)N12	96
COc1ccc(OC)c(/C=C2\Cc3cc4c(cc3C2=O)OCO4)c1	116
NC(=O)c1ccco1	91
COc1ccc(-c2csc(NC3=CC(c4ccc5c(c4)OCO5)OC3=O)n2)cc1 (configuration not stated)	106
CN(C)c1ccc(C2(Cl)c3ccccc3N(C)c3ccccc32)cc1	17
COc1ccc(-c2ccc3ncc4c(c3c2)n(-c2ccc(N3CCNCC3)c(C(F)(F)F)c2)c(=O)n4C)cn1	-65*
COc1cccc(/C=C/C(=O)Nc2cc(OC)c3c(c2)OCO3)c1	78
C1=NC=C(/C=N/c2n[nH]c(Nc3ccccc3)n2)C1	105
O=S1(=O)c2ccccc2N(c2ccccc2)c2nc(CSc3nc4ccccc4s3)nn21	81
COc1cccc(CNC(=O)CN2CCCC2=O)c1O	142
Cc1cc(NC(=O)NCc2ccco2)ccc1NC(=O)NCc1ccco1	75
COn1nnc2c(Cl)c3[nH]ccc(=O)c3cc21	100
Cc1ccc(S(=O)(=O)N/N=C/c2ccc([N+](=O)[O-])cc2)cc1	129
CO[C@@H]1C2=CC=CC=C[C@H]2n2c(=O)n(C)c(=O)n21	87
COc1ccc(N2CC3(CC3(Cl)Cl)C2=O)cc1 (configuration not stated)	92
CC(=O)N1C/C(=C/c2ccc(Cl)cc2)C(=O)/C(=C/c2ccc(Cl)cc2)C1	5.0*
O=S1SC(c2ccccc2)=NN1c1cc(F)cc(F)c1 (configuration not stated)	32

(next part)
SMILES	HL-60(TB)
Cn1c(O)c(C=Nc2ccccc2C(=O)O)c(=O)n(C)c1=O	66
COc1ccc(-c2c(-c3nc4ccccc4s3)c(N)nc3c(C(N)=O)c(Nc4ccc(Cl)cc4)nn23)cc1	109
COCCOCCOCCOCCOc1ccc2c(c1)C(=O)c1nc3ncccc3c(=O)n1-2	-65*
NC(=O)CSCC(N)=O	101
CC(C)C(=O)N1CCN(Cc2csc(Nc3ccc(C[C@@H](NC(=O)Cc4ccccc4)C(N)=O)cc3)n2)CC1	110
COC(=O)c1cc(-c2c(-c3ccccc3)no[n+]2[O-])no1	96
O=C(NC1CCCCC1)C(c1ccc(O)c(O)c1)N(C(=O)C1CCc2cc(F)ccc2O1)c1ccc(F)cc1F (configuration not stated)	72
COc1cc2c(cc1OC)C1CCN3C(=O)CCC3N1CC2 (configuration not stated)	126
CC(C)(C)C1CCCC(=O)C1 (configuration not stated)	97
Cc1nn2c(-c3nc4ccccc4[nH]3)c(-c3ccccc3)nc2s1	97
CC[N+](CC)(CC)CCCC[P+](CC)(CC)CC	99
Cc1cc(C)n(-c2nc3ccccc3[nH]c2=O)n1	105
O=C(/C=C\c1ccc(Cl)c(Cl)c1)c1ccccc1	100&59
CC1=Cc2cc(Br)ccc2OC12Oc1ccc(Br)cc1C=C2C	99
CCOC(=O)CC(C)C(C(=O)OCC)C(=O)OCC (configuration not stated)	101
CC(=O)Nc1ccc(-n2cnc3cc(-c4ccc(O)cc4)ccc32)cc1C	27
CN(C)C(=S)Oc1ccccc1C1(C)OCCO1	97
S=c1c2c([nH]c3ccccc13)CCCC2	109
COc1ccc(CC2CC(=O)OC2=O)cc1 (configuration not stated)	104
CCOC(=O)C1O[N+]([O-])=C(c2ccc(OC)cc2)C1c1cccc(OC)c1 (configuration not stated)	103
CN(C)CCN1C(=O)c2cccc3cc(N)cc(c23)C1=O	1.7*
C[C@@H]1N=C(c2ccc(Cl)cc2Cl)Nc2nc3ccccn3c2C1=O	0.5*
COc1cc(-c2ccc[nH]2)[nH]c1/C=C1\N=C(C)C(C(=O)CCCCC(=O)Nc2ccc(-c3c4nc(c(-c5ccccc5)c5ccc([nH]5)c(-c5ccccc5)c5nc(c(-c6ccccc6)c6ccc3[nH]6)C=C5)C=C4)cc2)=C1C	99
O=CN1CCc2ccc([N+](=O)[O-])cc21	88
O=C(Cn1c(/C=C/c2ccc([N+](=O)[O-])cc2)nc2ccccc2c1=O)Nc1ccccc1	102

Next results follow.
SMILES	HL-60(TB)
N=c1ccn2c(n1)OC1C(O)C(CO)OC12 (configuration not stated)	106
CCc1c(C)c2cc3c(c(C)c2oc1=O)OC[C@@H](c1ccccc1)N3	94
CCCC(=O)C[n+]1ccccc1	105
C(=N\NC1=NCCN1)/c1cccs1	98
CN(C)c1ccc(-c2conc2-n2nc(-c3ccccc3)nc2-c2ccccc2)cc1	114
CC1(C)COP(=O)(CCC#N)OC1	161
CN(C)c1nc2c([nH]1)c(=O)n(C)c(=O)n2C	108
O=C1CCCC/C1=C\C=C\c1c(C2CC2)nc2ccccc2c1-c1ccc(F)cc1	110
C#CCn1c(-c2ccc(OC)c(OC3CCCC3)c2)nc(-c2ccccc2)c1-c1ccccc1	80
Cn1ccc2c1-c1oncc1CCC2	111
FC(F)(F)c1ccc(/C=C/c2nc(COc3ccc(CCCCn4ccnn4)cc3)co2)cc1	59
CC(C)(C)c1ccc(OC(=O)Nc2ccccc2)cc1	96
COc1cc(-c2nnc(-c3c(-c4ccc(F)cc4)nc4ncccn34)o2)cc(OC)c1OC	95
COc1ccc(/C=C2\N=C3SC=C(N)N3C2=O)cc1	-40*
Cc1cc(=O)oc2cc(OCCCCOc3ccc(/C=C/C(=O)Nc4ccccc4[N+](=O)[O-])cc3)ccc12	101
CCOC(=O)c1ccc2n1CCc1cnc(N)nc1-2	105
Nc1nc(N)c2[nH]c(=O)[nH]c2n1	90
O=C(O)CNCc1ccc(Cl)cc1	106
Cc1ccc(O)c(C(=O)c2c[nH]c(=O)c(-c3ccccc3)c2)c1	98
O=S(=O)(Nc1cc(Cl)ccc1Cl)c1ccc(-c2cnc(C3CC3)o2)cc1	0.3*
O=c1ccc2cc(OC3OC(CO)C(O)C(O)C3O)c(O)cc2o1 (configuration not stated)	99
COc1ccc(CCNC(=O)c2c(C)n([O-])c3ccc(OC)cc3[n+]2=O)cc1	100
CN1CC[C@@H](c2c(O)cc(O)c3c(=O)cc(-c4ccccc4Cl)oc23)[C@@H](O)C1	-29*
CNc1nc(Nc2ccc(OC)cc2)ncc1C(N)=O	88
Cc1cc2ccccc2c[n+]1CCc1ccccc1	67

Next section
SMILES	HL-60(TB)
COc1cc(CNC(=O)Cc2ccccc2)ccc1OCc1cn(-c2ccc(F)cc2)nn1	104
S=c1[nH]nc(-c2cc3ccc2CCc2ccc(cc2)CC3)n1-c1cccnc1	90
O=C1/C=C/[C@@H](O)[C@@H]2C[C@@H](O)C[C@H]2/C=C/CCC[C@H](CCc2ccc3ncccc3c2)O1	-52*
CC(C)CCNC(=O)[C@@H](CC(C)C)n1cccc(NC(=O)OCc2ccccc2)c1=O	100
O=C1c2cc(Br)ccc2Oc2cc([N+](=O)[O-])ccc2N1c1ccc(I)cc1F	81
O=C(Nc1ccc(C(=O)O)cc1)Nc1nc2ccccc2s1	103
Fc1cc(-c2cnc(Cl)nc2NC2CCCCCC2)cc(F)c1F	108
COc1ccc(-c2ccccc2-c2nc(-c3ccccc3)c(-c3ccccc3)n2Cc2ccccc2)cc1OC	66
O=c1ccc(=O)[nH][nH]1	138
N#Cc1ccc(OC(=O)Nc2ccc(Cl)c(Cl)c2)cc1	64
Clc1nc(N/N=C\c2ccccc2)nc(N2CCCCC2)n1	102
CN1C(=O)c2ccccc2Cc2c(NCc3ccccc3)ncnc21	84
CN(C)CCCC1(c2ccc(F)cc2)OCc2cc(-c3ncccc3Cl)ccc21 (configuration not stated)	91
C#CC[N+]1=CN(c2ccc(C)cc2)Cc2cc(C)ccc21	77
Cn1ccc2c3c(ccc21)CC3=O	113
O=[N+]([O-])C(Br)C(c1ccccc1)N1CCOCC1 (configuration not stated)	89
Clc1ccc(N=Nc2ccccc2)cc1	65
O=C(NCc1ccco1)Nc1ccccc1C(F)(F)F	91
CCCN1CCN(C(=S)SC(SC(=S)N2CCN(CCC)CC2)C(=O)c2nnn(-c3ccc([N+](=O)[O-])cc3)c2C)CC1	48
Clc1nc(Cl)nc(-c2cccn2-c2ccccc2)n1	57
C/C(=N/NS(=O)(=O)c1ccc(N)cc1)C(C)(C)C	94
O=C1/C(=C/c2cn(Cc3ccc(Br)cc3)c3ncccc23)N2CCC1CC2	101
Brc1ccc(/C=N/Nc2ncnc3sc4c(c23)CCNC4)cc1	98
O=C1C(=O)c2ccccc2C(O)=C1CCCc1ccc(C2CCCCC2)cc1	31
COc1ccc(Cn2c(Br)c3c(c2Br)-c2nc(N)sc2CC3)cc1	-16*

(further entries)
SMILES	HL-60(TB)
COc1ccccc1CC(C)NC(C)Cc1ccccc1OC (configuration not stated)	95
NC1=NN(c2ccccc2)C2=NC(=O)NC(c3ccc(Cl)cc3)C12 (configuration not stated)	96
Oc1[nH]c(=S)sc1/C=C1\C=Nc2ccccc21	104
COc1ccc(S(=O)(=O)NCCNc2nc(Nc3ccc(N4CCN(C)CC4)cc3)nc3ccsc23)cc1	96
O=C1CS(=O)(=O)N(Cc2ccccc2)Cc2ccccc21	105
OCCNC(=S)Nc1ccc(-c2nc(N3C[C@H]4CC[C@@H](C3)O4)c3cccn3n2)cc1	38
NC(=O)c1cccc(-n2ccc3cc(NC(=O)Nc4ccc(F)c(C(F)(F)F)c4)ccc32)n1	84
COC(=O)c1[nH]cc2c1[C@]1(CNc3ccc(Cl)cc31)c1[nH]c3ccc(Cl)cc3c1-2	88
O=C(c1ccccc1)c1ccc2nc(-c3ccccc3F)[nH]c2c1	96
C/C(=C(/c1ccc(Cl)cc1)c1ccc(OCCN)cc1)c1ccc(C)cc1	102
C[N+]1(C)Cc2ccccc2C1	92
COc1cccc2c1OC1(CCN(C)CC1)N1N=C(c3ccco3)CC21 (configuration not stated)	103
CN(Cc1ccc(C(F)(F)F)cc1)CC(O)C(=O)Nc1ccc(C#N)c(C(F)(F)F)c1 (configuration not stated)	79
O=C(Nc1ccc(OCc2nnc(-c3ccc(Cl)cc3)o2)c(F)c1)Nc1ccc(Cl)c(C(F)(F)F)c1	-18*
CSc1cc(N)ncn1	93
COc1ccc(Nc2ncccc2C(=O)Nc2nc3ccc(F)cc3s2)cc1	52
O=c1oc(=O)c2ccccc2c2ccccc12	72
COc1cc(-c2cc(/C=C3\C(=O)Nc4cc(Cl)ccc43)[nH]n2)cc(OC)c1OC	-35*
CCCn1c(O)c(N=NC(=O)c2ccc(S(N)(=O)=O)cc2)c2ccccc21	91
O=S(=O)(F)c1ccc(Cl)cc1C[P+](c1ccccc1)(c1ccccc1)c1ccccc1	83
N#Cc1c(=O)n(O)c2ccccc2[n+]1[O-]	106
O=C1NC(=O)C(=Cc2ccc3ccccc3c2)C(=O)N1	98
COc1ccc(/C=C2/CN(C(=O)c3ccc(C)cc3)C/C(=C\c3ccc(OC)cc3)C2=O)cc1	80
COc1cc(CC2=C(N(C)c3ccccc3)COC2=O)cc(OC)c1OC	90
Nc1nc(N)c2c(n1)NC(c1ccccc1)C1CCc3ccccc3C1=N2 (configuration not stated)	-11*

Next entries follow:
SMILES	HL-60(TB)
CC(CCN1CCN(CCC(C)CC(C)(C)C)C1CC(C)CC(C)(C)C)CC(C)(C)C (configuration not stated)	98
CC(C)CC(=O)C(CCc1ccccn1)C(C)C (configuration not stated)	108
Cc1ccc(C2CC(c3ccccc3)=NN2C(=O)c2ccc(S(C)(=O)=O)cc2)cc1 (configuration not stated)	86
CCCCCCNP(=O)(Oc1ccccc1)Oc1ccccc1	75
COc1ccc(-n2c(SCc3cc(OC)c(OC)c(OC)c3)nc3ccc(Cl)cc3c2=O)cc1	94
CCCCN(CCCC)CC(O)c1cc(-c2ccc(C(F)(F)F)cc2)nc(-c2ccc(C(F)(F)F)cc2)c1 (configuration not stated)	99
N#C/C(=C\c1ccc2ccccc2c1)C(=O)Nc1sc2c(c1C#N)CCCC2	99
Nc1ccccc1SSc1ccccc1N	89&96&85
C=CC(=O)OCC(C)(C)C	98
NC(=O)c1ccccc1Br	74
CC(=O)c1nn(-c2ccccc2)c2nc3nccc(-c4cc5c(ccc6ccccc65)oc4=O)c3c(=O)n12	103

Some values from the entries so far:
Entry of C=CC(=O)OCC(C)(C)C under HL-60(TB): 98
Entry of CC(CCN1CCN(CCC(C)CC(C)(C)C)C1CC(C)CC(C)(C)C)CC(C)(C)C (configuration not stated) under HL-60(TB): 98
Entry of Cc1ccc(C2CC(c3ccccc3)=NN2C(=O)c2ccc(S(C)(=O)=O)cc2)cc1 (configuration not stated) under HL-60(TB): 86
Entry of CC(C)CC(=O)C(CCc1ccccn1)C(C)C (configuration not stated) under HL-60(TB): 108
Entry of CCCCN(CCCC)CC(O)c1cc(-c2ccc(C(F)(F)F)cc2)nc(-c2ccc(C(F)(F)F)cc2)c1 (configuration not stated) under HL-60(TB): 99
Entry of Nc1ccccc1SSc1ccccc1N under HL-60(TB): 89&96&85
Entry of CC(=O)c1nn(-c2ccccc2)c2nc3nccc(-c4cc5c(ccc6ccccc65)oc4=O)c3c(=O)n12 under HL-60(TB): 103

Four structures from above, arranged by number of heavy atoms, rising:
SMILES	HL-60(TB)
C=CC(=O)OCC(C)(C)C	98
N#C/C(=C\c1ccc2ccccc2c1)C(=O)Nc1sc2c(c1C#N)CCCC2	99
CC(CCN1CCN(CCC(C)CC(C)(C)C)C1CC(C)CC(C)(C)C)CC(C)(C)C (configuration not stated)	98
CCCCN(CCCC)CC(O)c1cc(-c2ccc(C(F)(F)F)cc2)nc(-c2ccc(C(F)(F)F)cc2)c1 (configuration not stated)	99

Bioassay records deposited in PubChem by NCI.
